PME-1 inh = blocks human protein phosphatase methylesterase 1 | Q9Y570 | recombinant PME-1, FP-Rh probe fluorescence polarization | inhibition, % at 5.9 µM | actives 0.53% (n = 320,000) | AID 2130;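 active = inhibition above the campaign mean of all compounds plus 3 SD, cut at about 26% in these data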;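 note: competitive labeling of PME-1 active site by serine hydrolase directed probe; 0% = PME-1 with DMSO and 100% = wells lacking PME-1 enzyme; inhibitors block probe labeling so polarization falls and inhibition rises; many of its hits are not listed in these tables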
AHR act = activates the human aryl hydrocarbon receptor | actives 2.5% (n = 320,000) | AHR-responsive luciferase reporter cells, luminescence | activation, % at 5 µM | P35869; in the data active = activation above about 47%;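 note: 0% = vehicle wells and 100% = reference agonist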
Target sequence (P35869 whole entry, looked up): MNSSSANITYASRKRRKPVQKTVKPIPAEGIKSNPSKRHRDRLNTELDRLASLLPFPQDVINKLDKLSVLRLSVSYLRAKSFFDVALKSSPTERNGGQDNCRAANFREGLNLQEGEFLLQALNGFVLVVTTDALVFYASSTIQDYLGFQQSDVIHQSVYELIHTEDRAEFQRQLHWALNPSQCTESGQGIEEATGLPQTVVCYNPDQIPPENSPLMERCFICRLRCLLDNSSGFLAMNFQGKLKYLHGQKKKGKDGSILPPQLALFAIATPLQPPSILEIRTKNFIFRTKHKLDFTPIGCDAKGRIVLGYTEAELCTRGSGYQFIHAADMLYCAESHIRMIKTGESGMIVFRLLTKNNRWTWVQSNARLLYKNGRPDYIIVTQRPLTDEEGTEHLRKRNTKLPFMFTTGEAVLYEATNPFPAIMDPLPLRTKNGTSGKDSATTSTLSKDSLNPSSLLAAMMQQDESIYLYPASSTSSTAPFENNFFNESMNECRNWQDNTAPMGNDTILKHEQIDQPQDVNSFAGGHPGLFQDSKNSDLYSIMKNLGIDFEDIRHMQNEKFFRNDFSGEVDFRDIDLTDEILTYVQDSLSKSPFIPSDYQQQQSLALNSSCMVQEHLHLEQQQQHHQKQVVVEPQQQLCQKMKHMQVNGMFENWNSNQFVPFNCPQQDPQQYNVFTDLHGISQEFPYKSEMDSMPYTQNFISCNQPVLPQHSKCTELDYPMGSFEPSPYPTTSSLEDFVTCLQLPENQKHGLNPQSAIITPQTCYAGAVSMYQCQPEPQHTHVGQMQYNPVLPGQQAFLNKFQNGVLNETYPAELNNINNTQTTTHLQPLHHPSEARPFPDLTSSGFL
Bcl-xL primary = inhibitors of human Bcl-xL; Q07817; AID 2129; actives 0.7% (n = 320,000); GST-Bcl-xL / FITC-Bim BH3 peptide fluorescence polarization; inhibition, % at 10.9 µM;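 active = inhibition above the mean of all tested compounds plus 3 SD, cutoff set per campaign, cut at about 30% in these data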;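 note: 0% = DMSO wells and 100% = unlabeled Bim-BH3 peptide competitor; inhibitors lower millipolarization by displacing the labeled peptide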
MEX-5 binding = C. elegans MEX-5 TCR-2 RNA binding activity; MEX-5/FITC-TCR2 RNA binding, fluorescence polarization; hits give low values; activity score (negative = inhibition of binding), % at 10 µM; actives 0.38% (n = 300,000); AID 1832;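 active = inhibition past about -25% in most replicates, and total fluorescence under double the plate's negative control median, limit read from the data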;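 note: 0% = DMSO and -100% = 5 µM competing unlabeled TCR2 RNA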
Fam108B counter = Fam108B inhibition, counter-screen for RBBP9 inhibitors; recombinant Fam108B, FP-Rh probe fluorescence polarization; inhibition, % at 9.51 µM; actives 0.33% (n = 300,000);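 active = inhibition above the screen mean inhibition plus 3 SD, computed separately per campaign, cut at about 18% in these data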;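 note: inhibitors lower polarization as less probe binds the enzyme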
PAFAH1B2 FP inh = inhibitors of human PAFAH1B2; P68402; recombinant PAFAH1B2, FP-rhodamine activity probe, fluorescence polarization; inhibition, % at 3.39 µM; actives 1.2% (n = 340,000);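 active = inhibition above the mean of all tested compounds plus 3 SD, cut at about 24% in these data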;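 note: 0% = enzyme with DMSO and 100% = wells lacking PAFAH1B2; many of its hits are not listed in these tables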
MCL1 BIM primary = MCL1-BIM-BH3 interaction inhibition (human); AID 2057; GST-MCL1 / FITC-Bim-BH3 fluorescence polarization; inhibition, % at 10.9 µM; actives 0.68% (n = 320,000);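 active = inhibition above the mean inhibition of all tested compounds plus 3 SD, set per campaign, cut at about 40% in these data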;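 note: 0% = DMSO wells and 100% = unlabeled Bim-BH3 peptide control; higher means more loss of mP so more displacement of Bim peptide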
pPAFAH FP inh = pPAFAH (human) enzyme inhibition; actives 1.5% (n = 330,000); inhibition, % at 3.39 µM; Q13093; recombinant pPAFAH, FP-rhodamine probe fluorescence polarization;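 active = inhibition above the mean inhibition across the screen plus 3 SD, cut at about 25% in these data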;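 note: inhibitors block binding of the rhodamine activity-based probe so polarization drops; 0% = enzyme with DMSO and 100% = wells lacking pPAFAH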
GLD-1 TGE inh = GLD-1-TGE RNA interaction inhibition (C. elegans); Q17339; purified GLD-1 + fluorescein TGE RNA, fluorescence polarization; inhibition, % at 5.96 µM; actives 0.44% (n = 320,000); AID 2280;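 active = percent inhibition above a per-plate cutoff, the plate mean of test compounds plus 3 SD, cut at about 30% in these data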;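 note: 0% = DMSO wells with GLD-1 and probe and 100% = wells lacking GLD-1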
Active calls of the source: *; / = no result given. Only part of the results is shown. The share of hits here may be higher or lower than overall.

canonical_smiles	PME-1 inh	AHR act	Bcl-xL primary	MEX-5 binding	Fam108B counter	PAFAH1B2 FP inh	MCL1 BIM primary	pPAFAH FP inh	GLD-1 TGE inh
O=C(O)CCC(=O)NNC(=O)CCC1CCCCC1	0	0	2	1.6	-2	2	14	0	4
COc1ccccc1NC(=O)c1cnc(Nc2ccccc2OC)c2ccccc12	3	73*	1	2.6	4	0	4	2	10
O=C(C1=C[C@H](C2CCCCC2)C[C@H](OCc2ccc(CO)cc2)O1)N1CCN(Cc2ccc3c(c2)OCO3)CC1	2	-3	3	-0.3	2	-8	4	5	6
C/C(=N/N=C1/NC(=O)CC(C(=O)O)S1)c1ccccc1 (stereo unspecified)	-6	0	3	1.9	-1	4	-7	4	4
CC(C)OC(=O)c1c2nc3ccccc3nc2n2c1[nH]c(=O)c1ccccc12	15	26	11	-22	0	/	14	3	48*
COC(=O)c1cccc(-c2ccc(/C=N/N3C(=O)C4C5C=CC(C6CC56)C4C3=O)o2)c1 (stereo unspecified)	-4	0	0	4.8	-7	3	-4	7	-5
CN(C)C(CNC(=O)c1ccc(S(=O)(=O)Nc2ccccc2F)cc1)c1ccccc1 (stereo unspecified)	8	2	2	-0.7	-3	6	12	5	-1
C=CCn1c(C)c(C(C)=O)c(SC)nc1=S	7	-4	11	-5.6	-3	4	13	-6	-2
COc1ccc(OCC(=O)O/N=C(\N)c2ccc(OC)c(OC)c2)cc1	-9	6	2	4.0	1	9	4	5	2
CC1(C)CC(NCc2ccc3c(c2)OCO3)CCO1 (stereo unspecified)	-3	-1	3	-1.4	-2	7	-4	5	4
CC1CCCN(C(=O)C2CCN(Cc3ccc4c(c3)OCO4)CC2)C1 (stereo unspecified)	-1	3	2	1.5	-3	3	5	2	1
CN(C)c1cccc(C(=O)NC2CCCCCC2)c1	4	25	11	1.3	8	7	13	-1	3
COc1cc2nc(COc3ccc(C#N)cc3)n(CC#N)c(=O)c2cc1OC	-1	1	-6	0.2	-5	-5	-33	1	-7
CC1(C)CC(=O)C(C2=NC(C)(C)Cc3ccccc32)=C(O)C1	-3	12	-3	2.1	1	6	5	-2	-1
COC(=O)C1=C(N)Oc2cc(C)n(CCN3CCOCC3)c(=O)c2C1c1cccnc1 (stereo unspecified)	0	1	10	0.7	1	-9	7	0	4
COc1cccc(C(O)C2OC(=O)c3ccccc32)c1OC (stereo unspecified)	2	-2	1	-1.5	-4	/	8	-3	-1
C#CCOCCOCCOCCNc1nc(N2CCN(C(=O)[C@H](CCC(=O)O)n3cc(CN)nn3)CC2)nc(N2CCN(C(=O)[C@H](CCC(=O)O)n3cc([C@@H](N)[C@H](C)CC)nn3)CC2)n1	/	0	/	/	/	2	/	3	2
Cc1cccc(NC(=O)CCSc2nncn2C)c1	-3	-1	9	-1.2	1	2	7	3	1
COc1ccc(-n2c(CNC(=O)COc3ccc(Cl)cc3Cl)n[nH]c2=S)cc1	-1	4	-11	0.7	-1	1	-21	4	-2
CCCCC(=O)NC(c1cccs1)c1cc(Cl)c2cccnc2c1O (stereo unspecified)	10	-1	23	-3.1	3	6	24	45*	-4
O=C(NCc1ccccc1)c1cc(=O)c2ccccc2o1	6	1	7	-2.8	0	4	7	-5	3
C[C@H](CO)N1C[C@H](C)[C@@H](CN(C)Cc2ccc(Cl)c(Cl)c2)Oc2c(NS(=O)(=O)c3cccs3)cccc2C1=O	/	0	/	/	/	5	/	7	1
CC(C)c1ccccc1NC(=O)COC(=O)/C=C/c1cccc([N+](=O)[O-])c1	5	0	2	0.7	3	3	6	10	-2
COC(=O)Cc1ccc(NC(=S)NN2CCOCC2)cc1	-1	6	3	0.6	5	0	-4	-4	0
CC(C)[C@H](NC(=O)C1CCN(S(=O)(=O)c2ccccc2)CC1)C(=O)NCc1ccncc1	-1	0	2	1.8	1	0	7	5	9
O=S(=O)(Nc1ccc(-c2ccc3nncn3n2)cc1)c1cc(F)ccc1F	-3	-2	-4	-1.4	4	0	-1	8	6
Cc1ccc(C(=O)NCc2ccc3c(c2)OCO3)cc1	3	6	5	-5.5	-2	1	1	7	-1
CCOC(=O)C1CCCN(C(=O)CCCn2nc(C)n3c(cc4sccc43)c2=O)C1 (stereo unspecified)	6	-2	3	-2.6	2	0	3	4	-2
O=C(N/N=C/C=C/c1ccccc1[N+](=O)[O-])c1cc(-c2cccnc2)nc2ccccc12	-4	23	2	-0.5	-2	-3	9	-2	-4
CN1CCN(/N=C/c2ccc(OCc3ccccc3)cc2)CC1	-3	3	4	2.4	2	8	1	4	-1
O=C(Nc1cccc(S(=O)(=O)N2CCCCC2)c1)C1CC(=O)N(c2ccc3c(c2)OCCO3)C1 (stereo unspecified)	10	-1	-5	-0.9	0	4	-14	-3	6
C#CCOCCOCCOCCNc1nc(N2CCN(C(=O)C(Cc3cc4ccccc4[nH]3)n3cc(C(N)Cc4ccc(O)cc4)nn3)CC2)nc(N2CCN(C(=O)C(CCC(=O)O)n3cc(C(N)C(C)CC)nn3)CC2)n1 (stereo unspecified)	1	8	-6	/	-6	-2	-11	-2	-1
CCCC(=O)Nc1ccccc1NC(=O)c1ccc(OCC)c(OCC)c1	-2	3	-1	2.0	0	0	0	-2	-3
CCC1SC(CC)C(=O)N(CC(=O)Nc2ccc3c(c2)OCO3)C1=O (stereo unspecified)	6	7	-5	1.5	-2	0	-3	2	3
CSc1nc(N)nc(C2CC2)n1	-4	-1	0	1.8	3	2	1	-3	6
Cc1nnsc1C(=O)NNC(=O)c1cccc2ccccc12	-1	0	1	-1.5	-3	3	1	-5	-1
COc1ccc(CNS(=O)(=O)c2ccc3c(c2)CCN3C(=O)C2CCC2)cc1	14	-2	5	-0.1	3	4	4	1	-2
CC(NC(=O)CCC(=O)NC(C)C1COc2ccccc2O1)C1COc2ccccc2O1 (stereo unspecified)	3	1	1	5.2	0	2	-3	1	-3
CN(C(=O)COC(=O)c1cc(=O)[nH]c2ccccc12)c1ccccc1	/	5	/	/	/	-1	/	5	-1
CCOC(=O)CSc1nnc(Cn2c(=O)sc3ccccc32)n1-c1ccccc1C	-1	1	-4	-1.2	2	-5	-4	-1	-1
O=[N+]([O-])c1ccccc1S(=O)(=O)Oc1ccc(/C=N/n2cnnc2)cc1	1	1	8	0.4	-1	-2	5	-2	-4
COCCNc1cc(-c2ccccc2)nc2cc(-c3cccc(F)c3)nn12	-15	21	5	0.2	-7	-4	2	-14	4
CCCSc1nc(=S)n(Cc2ccccc2)c(C)c1C(C)=O	2	3	1	2.0	4	3	-1	4	6
O=c1[nH]c(/C(Cl)=C/c2cccc(C(F)(F)F)c2)nc2cc(Cl)ccc12	-4	2	-4	-1.1	-2	-4	-7	2	-6
CCC(=O)Nc1ccc2c(c1)nc(CN1CCN(C(C)=O)CC1)n2C	0	-2	-1	-2.4	-3	0	5	4	10
COc1ccc(-c2[nH]ncc2CN(C)CC2CCCCO2)cc1F (stereo unspecified)	5	1	3	-0.5	4	-2	0	3	1
COc1ccc(CCC(=O)NNC(=O)c2ccc(OC)cc2)cc1	2	2	-9	2.6	3	5	-23	3	2
COc1cc(NC(=O)c2cc3nc(C4CC4)cc(C(F)(F)F)n3n2)c(OC)cc1Cl	2	5	6	-4.2	4	2	9	0	0
Cc1onc(-c2ccccc2)c1C(=O)N/N=C/C=C/c1ccccc1	-2	3	3	1.0	1	/	1	-3	2
CCCn1nc(C(=O)N2CCN(S(=O)(=O)c3ccc(C)c(C)c3)CC2)c2ccccc2c1=O	17	0	-5	/	/	1	-8	0	1

10 entries from above in another layout:
The line under a structure holds: PME-1 inh	AHR act	Bcl-xL primary	MEX-5 binding	Fam108B counter	PAFAH1B2 FP inh	MCL1 BIM primary	pPAFAH FP inh	GLD-1 TGE inh
O=[N+]([O-])c1ccccc1S(=O)(=O)Oc1ccc(/C=N/n2cnnc2)cc1
 : 1	1	8	0.4	-1	-2	5	-2	-4
COCCNc1cc(-c2ccccc2)nc2cc(-c3cccc(F)c3)nn12
 : -15	21	5	0.2	-7	-4	2	-14	4
CCCSc1nc(=S)n(Cc2ccccc2)c(C)c1C(C)=O
 : 2	3	1	2.0	4	3	-1	4	6
O=c1[nH]c(/C(Cl)=C/c2cccc(C(F)(F)F)c2)nc2cc(Cl)ccc12
 : -4	2	-4	-1.1	-2	-4	-7	2	-6
CCC(=O)Nc1ccc2c(c1)nc(CN1CCN(C(C)=O)CC1)n2C
 : 0	-2	-1	-2.4	-3	0	5	4	10
COc1ccc(-c2[nH]ncc2CN(C)CC2CCCCO2)cc1F (stereo unspecified)
 : 5	1	3	-0.5	4	-2	0	3	1
COc1ccc(CCC(=O)NNC(=O)c2ccc(OC)cc2)cc1
 : 2	2	-9	2.6	3	5	-23	3	2
COc1cc(NC(=O)c2cc3nc(C4CC4)cc(C(F)(F)F)n3n2)c(OC)cc1Cl
 : 2	5	6	-4.2	4	2	9	0	0
Cc1onc(-c2ccccc2)c1C(=O)N/N=C/C=C/c1ccccc1
 : -2	3	3	1.0	1	/	1	-3	2
CCCn1nc(C(=O)N2CCN(S(=O)(=O)c3ccc(C)c(C)c3)CC2)c2ccccc2c1=O
 : 17	0	-5	/	/	1	-8	0	1

Next records
canonical_smiles	PME-1 inh	AHR act	Bcl-xL primary	MEX-5 binding	Fam108B counter	PAFAH1B2 FP inh	MCL1 BIM primary	pPAFAH FP inh	GLD-1 TGE inh
C[C@H]1CCC2[C@](C)(CO)[C@@H](O)CC[C@]2(C)[C@@]12CCC(CO)(CCO)O2 (stereo partly specified)	1	-1	3	-1.0	3	-1	8	-1	5
CC(C)=Cc1oc2ccc([N+](=O)[O-])cc2c1N1CCOCC1	-7	12	6	0.1	-3	3	8	-1	5
Cc1ccc(-c2nc(CN3CCCCC3c3cccc(F)c3)c(C)o2)o1 (stereo unspecified)	-2	1	0	1.2	-1	3	-14	4	-11
CCOCCOC(=O)COC(=O)c1ccccc1NC(=O)c1ccccc1	2	4	-1	0.9	2	5	-10	3	-2
CC(C)N1CC(O)=C(c2nc3ccccc3[nH]2)C1=N	1	-3	1	-8.7	4	-1	-2	1	1
CCN(CCCNC(=O)CNC(=O)c1nn(-c2ccc(OC)cc2)c(=O)c2ccccc12)c1cccc(C)c1	1	2	2	-2.1	2	2	6	1	7
CCOC(=O)Cn1c2ccc(F)cc2c2nc(C)sc21	-1	-1	1	-1.0	1	2	-4	1	-2
Cc1c(NS(=O)(=O)c2ccc(NCC3CCCO3)c([N+](=O)[O-])c2)c(=O)n(-c2ccccc2)n1C (stereo unspecified)	-1	-1	4	-3.3	0	5	-4	2	3
